ALOX12 inh – inhibitors of human 12S-lipoxygenase ALOX12; purified 12hLO, xylenol orange hydroperoxide absorbance; 1.1% of 580,000 active; P18054; Potency, µM (doses to about 108 µM), for the others: top-dose activity change, negative = inhibition, usual class: inhibitors; active = well fitted inhibition curve with a large enough effect; inconclusive = small, poorly fitted or top-dose-only effect, or another doubt; inactive = no such curve, though single readings can be large or run the other way
Target sequence (P18054 whole entry, looked up): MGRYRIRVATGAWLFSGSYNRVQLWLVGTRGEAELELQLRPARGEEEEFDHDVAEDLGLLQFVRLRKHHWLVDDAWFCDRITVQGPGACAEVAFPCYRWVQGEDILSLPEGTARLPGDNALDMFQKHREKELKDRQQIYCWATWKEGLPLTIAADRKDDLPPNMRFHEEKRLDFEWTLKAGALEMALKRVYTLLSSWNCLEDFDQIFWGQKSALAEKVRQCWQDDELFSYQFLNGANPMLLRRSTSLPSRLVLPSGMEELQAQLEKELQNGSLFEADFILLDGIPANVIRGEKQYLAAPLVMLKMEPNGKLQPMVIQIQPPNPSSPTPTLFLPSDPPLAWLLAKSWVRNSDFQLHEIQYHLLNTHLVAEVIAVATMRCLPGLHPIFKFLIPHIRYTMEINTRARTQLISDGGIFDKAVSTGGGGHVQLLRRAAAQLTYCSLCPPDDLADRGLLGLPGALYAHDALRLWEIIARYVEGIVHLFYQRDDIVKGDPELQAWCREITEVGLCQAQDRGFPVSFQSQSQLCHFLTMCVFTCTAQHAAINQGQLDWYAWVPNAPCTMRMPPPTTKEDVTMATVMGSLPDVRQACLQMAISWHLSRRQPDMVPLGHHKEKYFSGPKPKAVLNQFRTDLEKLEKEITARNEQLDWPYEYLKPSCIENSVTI
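Purified human 12hLO (150 nM final) in 25 mM Hepes, 0.01% Triton X-100, pH 7.0 was preincubated 15 min at room temperature with compound. Then 40 uM arachidonic acid was added, 30 min. Hydroperoxide was read by Fe-XO absorbance ratio 573/405 nm.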
Numbers without * were called inactive; ? = inconclusive; [ ] = another dose, or the depositor's remark. % is set by controls: 0 for no effect and ±100 for the full control effect; potency is the fitted concentration of half-maximal effect.

ALOX12 inh,SMILES
33%,CCc1nc(NC(=O)C2c3ccccc3C(=O)N(CCOC)C23CCCC3)sc1C (stereo unspecified)
?,COC(=O)C1=C(C)N(Cc2ccccc2C(F)(F)F)C(=NCc2ccccc2)NC1c1cccc(C(F)(F)F)c1 (stereo unspecified)
-23%,Fc1ccc(NN2CCOCC2)cc1-c1noc2ccccc12
-1%,COc1ccc(C(=O)NC2CCN(c3cc(-c4cccs4)[nH]n3)CC2)cc1F
84%[activator],Cc1cccc(NC(=O)N2CCc3c(c4cc(F)ccc4n3C)C2)c1
30%[activator],CN(C)C[C@@H]1CN(c2ccncn2)C[C@H]1NC(=O)Cn1c(=O)oc2ccccc21
4%,CN1CCCC2(CCN(C(=O)c3sccc3S(N)(=O)=O)C2)C1=O (stereo unspecified)
-7%[176 µM],N#Cc1cccc(CN2CCOC[C@H]2c2ncc(-c3ccc(Cl)cc3)[nH]2)c1
29%,COc1ccc(C(=O)NC2CCCN(c3cc(-c4ccc(F)cc4)[nH]n3)C2)cc1OC (stereo unspecified)
4%,O=C(N[C@H](Cc1ccccc1)C(=O)NCCN1CCOCC1)[C@H]1O[C@@H](n2ccc(=O)[nH]c2=O)[C@H](O)[C@@H]1O
-21%,COc1ccc(NC(=O)N2c3ccc(OC)cc3[C@@H](NCc3ccc(C)o3)[C@H](C)[C@H]2c2ccccc2)cc1
-5%,C=CCN(C)C(=O)C[C@@H]1c2nc(NC(=O)c3cccs3)sc2C[C@@H]2[C@](C)(CO)[C@H](O)CC[C@]21C
-6%,CCOc1ccc2c(n1)CCN(C(=O)Cc1ccc(C)cc1)C2
-10%[176 µM],CSCC(=O)N[C@H]1CCN2C(=O)c3cc(-c4ccc(F)cc4F)ccc3NC(=O)[C@H]12
35%[activator],COC(=O)CNC(=O)N1CCC(N2CC3CC(C2)[C@H]2CCCC(=O)N2C3)CC1 (stereo partly specified)
1%,Cc1ccc([S+](=O)([O-])N2CCCC(c3nn(-c4ccccc4)c(=O)[nH]3)C2)cc1 (stereo unspecified)
-24%,Cc1ccc(-c2ccc3nnc(CNC(=O)CCC4CCCC4)n3n2)cc1
14%,Cn1cnc(C(=O)N2CC3CC(C2)[C@H]2CCCC(=O)N2C3)c1 (stereo partly specified)
?,Cc1ccc(CC(=O)N2CCC(c3n[nH]c(=O)n3-c3ccc(C)cc3)CC2)cc1
27%,Cc1ccc2c(C(=O)N3CCOCC3)cc(NC(=O)C3CCC3)cc2n1
?,Cc1cc(=O)n(CC(=O)NCCCc2ccccc2)c(N2CCc3ccccc3C2)n1
8%,CCOC(=O)C1=CN(CC(=O)Nc2ccc(C)c(C)c2)S(=O)(=O)N=C1C
37%[activator],COc1cccc(C(=O)N[C@@H]2CN(c3ncccn3)C[C@H]2CN(C)C)c1
0%[176 µM],CC(=O)Nc1cccc(-c2ncc3c(n2)OCCN(Cc2ccccc2)C3=O)c1
0%,O=C(Nc1cccc(-c2nnc3n2CCCC3)c1)c1cccc(F)c1
17%,CN(CCc1cnn(C)c1)C(=O)c1cn(Cc2cccc(C(F)(F)F)c2)nn1
4%,Cc1ccc(CNC(=O)c2c(C)sc3ccn(C)c(=O)c23)cc1
65%[activator],Nc1ncn([C@@H]2O[C@H](CO)[C@@H](O)[C@@H]2O)c(=O)n1
29%,COc1ccc2[nH]c3c(c2c1)CCN(C)C31CCN(C(=O)c2cc(C)[nH]n2)CC1
24%,O=C(NCc1ccc(F)cc1)C1(CCO)CC12CCOCC2 (stereo unspecified)
3%[6.33 µM],CCCC(=O)N1Cc2ccccc2CC2(CCN(Cc3ccc(C(F)(F)F)nc3)CC2)C1
15%,O=C(c1cc[nH]c1)N1CCN(CCOCc2ccccc2)CC(O)C1 (stereo unspecified)
?,COc1ccc(Cn2c(C3CCN(C(=O)Cc4cccc(F)c4)CC3)n[nH]c2=O)cc1
20%,Cc1ccc(CNC(=O)C2Cn3cccc3C(=O)N2CC(C)C)o1 (stereo unspecified)
5%[6.33 µM],O=[S+]1([O-])NCC2(CCCN(Cc3c(F)cccc3Cl)C2)Oc2ncccc21 (stereo unspecified)
53%[activator],CC(=O)N1CCc2nn(CC(=O)Nc3cc(F)cc(F)c3)c(=O)cc2C1
5%,COCCNC(=O)[C@H]1C[C@H](Oc2ccccc2)CN1C(=O)NCc1ccccc1
-1%,CCc1ccccc1NC(=O)Cn1c(C)cc2nc3n(c(=O)c21)CCCCC3
-9%[176 µM],Cc1nn2c(c1-c1ccccc1OCc1ccccc1)N(C(=O)c1ccn(C)n1)CCC2
5%,COC(=O)[C@]12C[C@H](CC(=O)NCCCN3CCCC3=O)C(=O)N(Cc3ccc(Cl)cc3Cl)C1=C[C@H](COCc1ccccc1)O[C@@H]2C
-5%,OC1(CN2CCCCC2)CCN(Cc2ccc(Cl)cc2)C1 (stereo unspecified)
-12%,CC(C)c1nnnn1[C@H]1CO[C@H]2[C@@H]1OC[C@H]2OC(=O)Nc1ccc(Oc2ccccc2)cc1
14%,CNC(=O)[C@H]1C[C@H](Oc2ccccc2)CN1C(=O)Nc1cccc(C)c1
35%[activator],O=C(c1c[nH]c2ccccc12)N1CCC2(CC1)CN(c1ccncn1)CC2CO (stereo unspecified)
5%,Cc1cc(C)n(CC(=O)N2CCN(Cc3ccccc3)CC(O)C2)c(=O)n1 (stereo unspecified)
?,O=C(Cn1cccc1-c1nc(-c2ccc3c(c2)OCO3)no1)Nc1ccc2c(c1)OCCO2
16%,Cc1ccc2nc(C3CCCN(Cc4ccc(-c5cncnc5)cc4)C3)[nH]c(=O)c2c1 (stereo unspecified)
34%,CC(C)NC(=O)N(C1CC1)C1CCOC2(CCN(C(=O)CCc3ccccc3)CC2)C1 (stereo unspecified)
-15%,CC(C)CCC(=O)N1CCCC1C(=O)Nc1ccccc1Oc1cccnc1 (stereo unspecified)
3%[176 µM],CCNC(=O)N[C@H]1[C@H](O)[C@H](O)C[C@@H]1C1CCCCC1
-14%,COc1ccc(CN2C(=O)COC[C@H]2C(=O)NCCc2cccc(C)c2)c(OC)c1
5%,COCCN(C)C[C@H]1C[C@H](CO)CN(C(=O)c2ccc(OC)c(F)c2)C1
12%,CCCS(=O)(=O)N1CCCC(c2nc(C(C)C)no2)CCNC(=O)CC1 (stereo unspecified)
26%,Cc1ccc(-c2nc(-c3nnn4c3COC(c3ccccc3Cl)C4)no2)cc1 (stereo unspecified)
?,CCc1cccc2c(C(CC(=O)NCCc3ccc(OC)c(OC)c3)c3cccc(F)c3)c[nH]c12 (stereo unspecified)
-8%,Cc1ccsc1C(=O)N1CCCC(c2nnnn2C)C1 (stereo unspecified)

The list continues.
ALOX12 inh,SMILES
53%[activator][176 µM],Fc1ccc2oc([C@H]3CCN(CC4CCCCC4)C3)nc2c1
2%,COc1ccc(CC(=O)N2CC3ON=C(c4c(F)cccc4Cl)C3C2)cc1 (stereo unspecified)
22%,CCOC(=O)C1(Cc2ccccc2Cl)CCN(Cc2cccnc2)CC1
2%[6.33 µM],COc1ccc(C(=O)N2CC(Oc3ccc(F)cc3F)C2)cc1
18%,COc1ccc(C)cc1NC(=O)N1CCCC(Cn2c(C3CC3)nc3cccnc32)C1 (stereo unspecified)
66%[activator][176 µM],CC(C)(C)c1coc([C@@H]2COCCN2Cc2ccc(C(=O)O)cc2)n1
37%[activator],CCN1C(=O)C2CC3(CCN(C(=O)c4cc5ccccc5[nH]4)CC3)CN2C1=O (stereo unspecified)
?,Cc1cc(C(=O)NCC2(COc3ccccc3)C[C@@H](O)[C@@H](O)C2)n(C)n1 (stereo partly specified)
?,O=c1n(-c2ccc(C(F)(F)F)cc2)nc2n1CCN(CC1CCCCC1)C2
19%[176 µM],N#Cc1ccccc1-c1cc2c(ccn2Cc2ccncc2)c(N2CCOCC2)n1
30%,O=C(CC1=C2CCCCC2N(Cc2ccccc2)C1=O)NC1CC1 (stereo unspecified)
-7%,O=C(C1CC1)N1CCCC(N2CCN(c3cccc(C(F)(F)F)c3)CC2)C1 (stereo unspecified)
15%,CC1CCC2(CC1)OCC(C(=O)NC(C)(C)C)N2C(=O)c1ccc(F)cc1 (stereo unspecified)
21%,Cc1cnc(C(=O)N2CCCCCCNC(=O)[C@@H]3CCC[C@@H]32)cn1
38%,CC(=O)Nc1ccc(CN2CCn3c(nnc3-c3ccccc3)C2)cc1
-16%,CCc1ccc(S(=O)(=O)N2CCC(n3cnnc3C)CC2)cc1

A section from the list above, as a working copy:
ALOX12 inh,SMILES
53%[activator][176 µM],Fc1ccc2oc([C@H]3CCN(CC4CCCCC4)C3)nc2c1
2%,COc1ccc(CC(=O)N2CC3ON=C(c4c(F)cccc4Cl)C3C2)cc1 (stereo unspecified)
22%,CCOC(=O)C1(Cc2ccccc2Cl)CCN(Cc2cccnc2)CC1
2%[6.33 µM],COc1ccc(C(=O)N2CC(Oc3ccc(F)cc3F)C2)cc1
18%,COc1ccc(C)cc1NC(=O)N1CCCC(Cn2c(C3CC3)nc3cccnc32)C1 (stereo unspecified)
66%[activator][176 µM],CC(C)(C)c1coc([C@@H]2COCCN2Cc2ccc(C(=O)O)cc2)n1
37%[activator],CCN1C(=O)C2CC3(CCN(C(=O)c4cc5ccccc5[nH]4)CC3)CN2C1=O (stereo unspecified)
?,Cc1cc(C(=O)NCC2(COc3ccccc3)C[C@@H](O)[C@@H](O)C2)n(C)n1 (stereo partly specified)
?,O=c1n(-c2ccc(C(F)(F)F)cc2)nc2n1CCN(CC1CCCCC1)C2
19%[176 µM],N#Cc1ccccc1-c1cc2c(ccn2Cc2ccncc2)c(N2CCOCC2)n1
30%,O=C(CC1=C2CCCCC2N(Cc2ccccc2)C1=O)NC1CC1 (stereo unspecified)
-7%,O=C(C1CC1)N1CCCC(N2CCN(c3cccc(C(F)(F)F)c3)CC2)C1 (stereo unspecified)
15%,CC1CCC2(CC1)OCC(C(=O)NC(C)(C)C)N2C(=O)c1ccc(F)cc1 (stereo unspecified)
21%,Cc1cnc(C(=O)N2CCCCCCNC(=O)[C@@H]3CCC[C@@H]32)cn1
38%,CC(=O)Nc1ccc(CN2CCn3c(nnc3-c3ccccc3)C2)cc1
-16%,CCc1ccc(S(=O)(=O)N2CCC(n3cnnc3C)CC2)cc1

The list continues:
ALOX12 inh,SMILES
11%[176 µM],Fc1ccc(-c2ccc3ncc(Nc4cc(F)cc(N5CCOCC5)c4)n3n2)cc1
33%,CCc1nc(-c2c3n(c(=O)n(Cc4cccc(Br)c4)c2=O)CCCC3)no1
5%[6.33 µM],O=C(NCc1nnc2n1C(C(=O)NCc1ccc(F)cc1)CC2)c1cccnc1 (stereo unspecified)
?,COc1ccc(-c2nc(C3CC3)nc3c2CN(C(=O)c2ccccc2)CC3)cc1
50%,O=C(NCc1cccnc1)[C@@H]1C[C@@H](O)CN1C1CCN(C(=O)CCC2CCCC2)CC1
45%[activator],COC[C@@H]1[C@H](C(=O)N2CCN(Cc3ccccc3)CC2)CCC(=O)N1C
-8%,CN(C)C(=O)C1CN(C(=O)Nc2ccc(F)c(Cl)c2)CC12CCOCC2 (stereo unspecified)
17%,CCc1nc2c(c(-c3ccc(O)cc3)n1)CCN(Cc1ccncc1)CC2
1%[6.33 µM],CC(C)c1nc2n(n1)CCN(C(=O)c1ccc(Cl)cc1)C2
48%[activator],O=C(Cc1cccc(F)c1)N1CCCN(C(=O)C2CC2)c2ccccc21
35%[activator][176 µM],O=C1Nc2ccccc2C2(CCN(C(=O)c3ccccc3)C2)O1 (stereo unspecified)
3%,CNCCN1C(=O)CC[C@H]2CN(C(=O)CN3CC(=O)NC3=O)CC[C@H]21
11%,O=C(NC1CCC(O)CC1)C1CCCN(c2nc(-c3ccccc3)nc3c2CCC3)C1 (stereo unspecified)
9%[6.33 µM],CC(C)c1ccc(S(=O)(=O)c2nnn3c2nc(NC2CCCC2)c2ccccc23)cc1
-11%,CN[C@H]1C[C@H]2c3[nH]c4c(-c5ccccc5)cccc4c3CCN2C(=O)[C@H]1[C@H](C)O
?,COC(=O)[C@@H]1Cc2ncn(C)c2CN1S(=O)(=O)Cc1ccccc1
?,CNCc1ccccc1OC(F)(F)F
-13%,O=S(=O)(N1CCCCC1)n1nnc2cc3ccccc3cc21
36%[activator],CC(c1ccc(-c2ccc(=O)n(C)n2)cc1)N1CCCCC1 (stereo unspecified)
37%[activator],COc1ccccc1CN1Cc2cc(NC(=O)Cc3cccs3)ccc2OC(C)C1=O (stereo unspecified)
3%[6.33 µM],O=C(O)C1=NOC2CN(C(=O)c3ccc4c(c3)OCO4)CC12 (stereo unspecified)
49%[activator],CCN(CC)Cc1ccc2c(c1)CNCCO2
?,CC(C)(N)C(=O)N1CCCC(N2CCN(c3cccc(C(F)(F)F)c3)CC2)C1 (stereo unspecified)
36%,Cc1ccc(-c2nnc(C3CN(C(=O)c4ccsc4)CC34CCOCC4)o2)cc1 (stereo unspecified)
0%[6.33 µM],O=C1c2ccccc2CN1C1CCN(CC2CCCCC2)CC1
10%,O=C(c1ccc(F)cc1)N1CCC2(CC1)CC(N(Cc1ccccc1)C1CC1)CCO2 (stereo unspecified)
-18%[176 µM],CCNC(=O)N1CC[C@@H](CC(=O)O)[C@@H](CC2=NCCc3cc(OC)ccc32)C1
0%,CC(=O)Nc1ccc(-c2ccc(=O)n3c2[C@@H]2C[C@@H](CN(C(=O)c4ccc(F)cc4)C2)C3)cc1
5%,O=C(c1cncc(Br)c1)N1CCC(OCC2CC2)C1 (stereo unspecified)
?,C[C@@H](NC(=O)NC1(c2ccccc2)CCOCC1)c1onc(-c2cccnc2)c1C(=O)O
?,O=C(NCCc1ccc(Cl)cc1)c1nc(-c2ccc(Cl)cc2Cl)c2ccccn12
36%[activator],COC(=O)C1=C(C)N=C2SC=C(CC(=O)NCCc3cccs3)N2C1c1cccc(OC)c1 (stereo unspecified)
?,C=CCN1C(C(=O)OC)CN(Cc2cn(Cc3ccc(C)cc3)nn2)CCS1(=O)=O (stereo unspecified)
-8%,CC1CCN(c2ccc(-c3cccc(N)c3)nn2)CC1

Only part of the results is shown; count on the stated rates, not on these rows.
